Assay outcomes from PubChem.
MITF primary = MITF inhibitors, primary screen, biochemical, AlphaScreen, human | AlphaScreen MITF homodimerization, bead proximity signal | inhibition, % at 2.6 µM | actives 0.91% (n = 650,000); in the data active = inhibition above about 50%;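 also: 0% = vehicle wells with protein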
FBW7 act = FBW7 E3 ligase activators, primary screen, biochemical, AlphaScreen, human; F-box/WD repeat-containing protein 7 (Homo sapiens), Q969H0; AlphaScreen FBW7–phospho-cyclin E peptide binding, activator screen; normalized activity (activation), % at 26.1 µM; actives 0.13% (n = 650,000); AID 1259310, 2017; in the data active = normalized activity above about 1.9%;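 also: purified mutant Fbw7 with reduced substrate affinity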
Target sequence (Q969H0 whole entry, looked up): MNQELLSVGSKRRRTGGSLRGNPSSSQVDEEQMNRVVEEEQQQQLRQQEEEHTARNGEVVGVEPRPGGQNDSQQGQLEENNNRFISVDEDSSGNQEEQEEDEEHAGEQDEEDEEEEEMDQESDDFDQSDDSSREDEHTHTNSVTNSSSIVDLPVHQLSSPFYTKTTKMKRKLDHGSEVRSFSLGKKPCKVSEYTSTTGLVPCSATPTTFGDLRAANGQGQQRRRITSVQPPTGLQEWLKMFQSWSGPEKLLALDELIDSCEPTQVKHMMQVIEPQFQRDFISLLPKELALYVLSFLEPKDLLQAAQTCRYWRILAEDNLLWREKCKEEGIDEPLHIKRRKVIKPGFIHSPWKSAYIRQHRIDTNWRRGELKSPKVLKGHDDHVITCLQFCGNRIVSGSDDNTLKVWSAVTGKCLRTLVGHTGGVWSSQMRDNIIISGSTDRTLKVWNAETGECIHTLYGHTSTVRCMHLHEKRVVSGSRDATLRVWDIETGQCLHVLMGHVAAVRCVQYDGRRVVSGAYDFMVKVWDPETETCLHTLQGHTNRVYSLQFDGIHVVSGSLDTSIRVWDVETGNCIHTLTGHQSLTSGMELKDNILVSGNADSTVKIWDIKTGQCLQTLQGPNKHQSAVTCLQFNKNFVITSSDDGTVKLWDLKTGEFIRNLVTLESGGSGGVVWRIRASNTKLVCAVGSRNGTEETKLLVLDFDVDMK
GPR151 activ = activators of human GPR151, primary screen, cell-based, PathHunter beta-arrestin, luminescence | G-protein coupled receptor 151 (Homo sapiens), Q8TDV0 | PathHunter beta-arrestin GPR151 cells | activation, % at 11.2 µM | actives 1% (n = 650,000); in the data active = activation above about 4.9%;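 also: 0% = median of compound wells and 100% = cells with positive control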
Target sequence (Q8TDV0 whole entry, looked up): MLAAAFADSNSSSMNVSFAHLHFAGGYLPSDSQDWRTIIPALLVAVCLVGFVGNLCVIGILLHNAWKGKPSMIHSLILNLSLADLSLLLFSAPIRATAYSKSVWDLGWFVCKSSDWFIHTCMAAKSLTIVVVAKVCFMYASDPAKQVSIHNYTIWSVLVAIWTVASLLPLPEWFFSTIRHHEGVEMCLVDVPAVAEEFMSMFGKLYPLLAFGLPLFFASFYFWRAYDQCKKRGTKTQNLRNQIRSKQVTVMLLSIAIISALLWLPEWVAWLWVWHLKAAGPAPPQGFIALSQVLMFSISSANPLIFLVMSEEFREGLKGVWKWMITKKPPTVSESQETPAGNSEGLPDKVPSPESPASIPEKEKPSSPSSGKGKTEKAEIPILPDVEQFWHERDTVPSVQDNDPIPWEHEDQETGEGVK
TEAD-YAP block = TEAD-YAP interaction inhibition, primary screen, TEAD-YAP interaction inhibitor project, luminescence, HEK-TIYL cells; actives 1.4% (n = 640,000); TEAD-Gal4/YAP UAS-luciferase luminescence; inhibition, % at 9.12 µM; in the data active = inhibition above about 32%;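 also: 0% = median of test compound wells and 100% = reference inhibitor wells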
Numbers without * were called inactive; & = joins results of further samples.

SMILES	MITF primary	FBW7 act	GPR151 activ	TEAD-YAP block
COC(=O)c1c(C)oc2cc3c(C(=O)OC)c(C)oc3cc12	-1	-0.1	-0.1	-4
N#C/C(=C\c1ccc(-c2ccc(Cl)c([N+](=O)[O-])c2)o1)c1nc2ccccc2[nH]1	0	-0.1	0.8	-3
NC(c1ccc(Cl)cc1)c1nc2ncc(-c3ccncc3)cc2[nH]1 (stereo not given)	21	-0.4	-0.2	30
O=C(CSc1ccsc1[N+](=O)[O-])NCCc1ccccc1	2	0.2	0.1	0
COc1ccc(C)cc1-n1nnnc1SCC(C)=O	16	0.3	-1.2	15
CCOc1ccc2nc(SCC(=O)Nc3ccc(OC(F)(F)F)cc3)[nH]c2c1	0	0.0	0.0	17
Cc1cccc(C(=O)NC(C)c2nnc(SCC(=O)Nc3ccccc3Cl)n2C)c1 (stereo not given)	5	0.1	-0.8	13
Nc1cc(=O)[nH]c(SCC(=O)N2CCN(C(c3ccccc3)c3ccccc3)CC2)n1	-5	-0.2	9.4*	4
Cc1onc(-c2c(Cl)cccc2Cl)c1C(=O)Nc1cccc(Cl)c1C	-2	0.1	3.7	18
O=C(Nc1cccc([N+](=O)[O-])c1)c1cccc(S(=O)(=O)Nc2ccccc2C(=O)O)c1	2	-0.1	0.0	6
CC(C)(C)CN1CCC(Oc2cccc(C(=O)N3CCC[C@H]3CO)c2)CC1	-5	-0.2	1.1	3
CCCCOc1ccc(C(NC(=O)CCl)NC(=O)CCl)cc1OC	7	0.0	2.2	25
O=C(Nc1ccc(Cl)cc1)C1CCC(N2C(=O)C3C4CCC(C4)C3C2=O)CC1 (stereo not given)	-6	0.0	1.0	-2
Cc1cc(NC(=O)CCCC(=O)NCc2ccco2)no1	8	0.9	0.4	-8
O=C(CN1CCC(NC(=O)C2CCCCC2)CC1)Nc1cccc(F)c1	0	-0.3	0.7	-8
CC1CCN(c2nc(N)c(C#N)c(CC#N)c2C#N)CC1	8	-0.2	3.0	-13
CCCSc1nc(N)c2c3c(sc2n1)CCCC3	6	0.0	-0.6	-40
COc1cc(Nc2cc(N3CCN(C4CCCCC4)CC3)c3noc4c3c2C(=O)c2ccccc2-4)cc(OC)c1OC	19	-0.1	0.7	0
CN(C)c1ccccc1-c1cnn2c(NCc3ccc4c(c3)OCO4)ccnc12	12	1.1	-0.6	-17
CC1=NN(c2ccccc2)C(=O)C12C1C=CC(C1)C2(C(F)(F)F)C(F)(F)F (stereo not given)	6	0.6	0.2	15
CCOC(=O)C(CC)Sc1nnc(N2CCN(c3ccccc3)CC2)s1 (stereo not given)	0	0.0	-0.1	-20
COc1ccc(-c2cc(=O)n(CCC#N)[nH]2)cc1	39	-0.2	-1.7	4
O=c1cc(-c2ccccc2)nc(SC/C=C/c2ccccc2)[nH]1	0	0.0	1.1	3
O=S(=O)(Nc1cc(C(F)(F)F)ccc1Cl)c1cc(Cl)ccc1Cl	-3	0.1	0.2	0
Cc1ccc(-c2csc(NC(=O)c3ccc(S(=O)(=O)N4CCOCC4)cc3)n2)c(C)c1	-2	0.0	0.7	29
COc1ccc(CC(=O)N(CCN(C(=O)Cc2ccc(OC)cc2)c2ccccc2)c2ccccc2)cc1	2	-0.3	1.2	-9
COc1ccc(CN(CCCN(C)C)CCCN(C)C)c(OC)c1OC	32	-0.1	-1.0	-7
COc1ccccc1N1CCN(c2cc(NCCCO)c([N+](=O)[O-])c3nonc23)CC1	1	0.6	-1.3	8
Cc1ccc(Cl)cc1NC(=S)N(Cc1ccccc1Cl)C1CCCC1	-13	-0.2	0.6	-5
Cc1ccc(-c2cc(C(=O)Nc3sc4c(c3C#N)CCCCC4)c3ccccc3n2)cc1	6	0.3	1.3	0
O=C(CCC(=O)Nc1ccccc1)NNC(=O)COc1ccc(Cl)cc1	17	0.3	-0.4	5
CC(=O)Oc1cc(OC(C)=O)c2c(C)c(Cc3ccccc3)c(=O)oc2c1	4	0.1	2.5	-1
COc1ccccc1/C=C(\C#N)C(=O)c1ccccc1	5	0.8	1.8	-20
CC(C)c1cccc(OCCCCCn2c(-c3ccc(Cl)cc3)nc3ccccc3c2=O)c1	5	0.1	0.8	1
Cc1cc(Br)ccc1NC(=O)C1CCCN1C(=O)OCc1ccccc1 (stereo not given)	-7	-0.1	1.4	-2
COc1ccc(N(CC(=O)Nc2ccccc2F)S(=O)(=O)c2ccc(OC)c(OC)c2)cc1	0	0.1	1.7	0
O=C(c1ccccc1)n1c(=O)oc2cc(Br)ccc21	-5	0.0	-0.9	-11
COCCSc1nnc(-c2ccccc2OC)n1C	14	0.2	-1.2	2
COc1ccc([N+](=O)[O-])cc1NC(=O)Cn1ccsc1=N	7	0.6	-0.6	3
CCCCN1C(=O)c2cccc3c(C(C)=O)ccc(c23)C1=O	8	-0.1	-1.2	-2
COc1ccc2nc(SCC(=O)c3ccc(Cl)c(Cl)c3)[nH]c2c1	-2	-0.1	-0.6	0
CN(C)c1nc(Oc2ccc(C(=O)OCC(=O)Nc3ccccc3)cc2)nc(N(C)C)n1	9	0.1	-2.3	-14
CCOc1ccccc1NC(=O)CSc1cc(N2CCCC2)ncn1	-4	0.3	-0.4	5
COc1ccc(NC(=O)/C=C/c2ccco2)cn1	-1	-0.2	-1.3	-66
COc1ccc(-c2nc3ccc(C(=O)NCc4ccccc4)cc3s2)cn1	2	0.1	3.1	5
C[C@H](Cc1ccccc1)Nc1ncnc2c1ncn2[C@@H]1O[C@H](CO)[C@H](O)C1O (stereo not given in full)	1	0.1	-1.8	-55
O=C(Nc1ccc(NC(=O)C2CCCC2)cc1)C1CCCC1	10	1.1	-1.5	-7
Cc1cccc(NC(=O)c2c(NC(=O)c3ccco3)sc3c2CCCCC3)c1	10	0.3	-0.7	5
COc1ccccc1Nc1ncc(C(=O)NCCCN2CCC(C)CC2)c2ccccc12	-2	0.0	0.8	2
COC(=O)c1ccc(NC(=O)COC(=O)c2ccc([N+](=O)[O-])o2)cc1	-1	0.0	0.1	14
CN(CCc1ccccn1)C(=O)c1cc2n(n1)C(C(F)(F)F)CC(c1ccc(Cl)c(Cl)c1)N2 (stereo not given)	13	0.4	2.3	-12
CCN(CC)c1ccc(NS(=O)(=O)c2ccc3c(c2)OCCN3C)c(C)c1	1	-0.6	-0.3	7
COc1ccccc1/C=C1\Oc2c(ccc(O)c2CN2CCN(C)CC2)C1=O	-4	0.2	-0.5	0
CC(NC(=O)C1CCOCC1)c1nnc2n1CCN(Cc1cccc3ncccc13)CC2 (stereo not given)	10	0.1	0.4	0
COc1cccc(OCC(O)CN2CCN(Cc3ccc4c(c3)OCO4)CC2)c1 (stereo not given)	7	-0.1	1.4	16
CN(CC(=O)N1CCCCC1)S(=O)(=O)c1cc(Cl)ccc1Cl	-13	-0.2	-0.3	-3
N#Cc1ccc(/C=N/NC(=O)CCc2ccc(S(=O)(=O)N3CCOCC3)cc2)cc1	-14	0.0	2.6	-10
O=C(Nc1c(Cl)cc(Cl)cc1C(=O)Nc1ccc(Cl)cc1)c1cccnc1	0	0.0	0.0	8
CN1CCN(CCNC(=O)c2ccnc(-n3ncc4cc(Nc5ccc(C#N)cc5)ccc43)c2)CC1	8	0.1	4.2	-2
CCN=c1scc(-c2ccc(O)c(C(N)=O)c2)n1/N=C/c1ccc(O)c(OC)c1	-10	-0.3	0.5	-4

More results
SMILES	MITF primary	FBW7 act	GPR151 activ	TEAD-YAP block
CCc1cc2ccc(C)c(C)c2nc1SCC(=O)NNC(C)=O	3	0.0	0.3	-2
O=C(Nc1ccccc1C(F)(F)F)c1cnn2c(C(F)(F)F)cc(-c3ccc(Br)cc3)nc12	-5	0.0	-1.2	0
Cc1sc2c(c1C)CN(CCCn1ccnc1)CN2C(=O)c1ccccc1	1	-0.1	-3.6	-24
c1ccc(Cn2nnnc2C(c2ccccn2)N2CCOCC2)cc1 (stereo not given)	12	0.1	0.1	-1
CCOC(=O)CSc1nc2ccccc2s1	-5	0.0	-0.2	-5
CCN1C(=O)C(CC(=O)Nc2ccccc2)N(CCc2ccc(Cl)cc2)C1=S (stereo not given)	-6	0.7	-0.6	2
CC(C)(C)c1ccc(C(=O)NC(=O)COC(=O)C2CC(=O)N(Cc3ccco3)C2)cc1 (stereo not given)	15	0.0	2.2	-10
CC(=O)NC(=S)Nc1cccc(C(=O)O)c1C	4	0.3	-0.9	-7
COc1cccc(NCC(=O)Nc2ccc(-c3ccncc3)cc2OCCN(C)C)c1	-20	-0.7	-0.6	-3
Cc1ccc(C#N)c(SCc2nnc(-c3ccc(Cl)cc3)o2)n1	15	0.1	-0.4	68*
CC(C)NCC(O)COc1cccc2[nH]ccc12 (stereo not given)	-7&30&-6&7&-6	0.0&0.6&-0.1&0.3&0.1	-0.4&-1.9&2.3&-1.2&-1.6	10&2
Cc1ccc(NC(=O)CC(C(=O)O)C2CCCO2)cc1 (stereo not given)	-4	-0.1	-1.8	13
O=C1CCC(CCNCc2ccccn2)N1Cc1c(F)cccc1F (stereo not given)	16	0.2	-0.5	-1
N#C/C(=C\c1ccc(OC(F)F)cc1)C(=O)Nc1cccnc1	0	-0.1	0.2	-2
O=S1(=O)N=C(N(Cc2cccs2)c2ccc(O)cc2)c2ccccc21	2	0.0	-1.5	-5
Cn1cc(-c2ccc3cnc(Nc4ccc(N5CCOCC5)cc4)nc3c2)cn1	19	0.6	1.7	60*
COCCCNc1ncnc2c1c(-c1ccccc1)cn2-c1ccc(C)c(Cl)c1	9	0.1	-0.8	7
O=C(CCS(=O)(=O)c1ccccc1)NNC(=O)CSc1ccccc1F	-2	-0.2	-0.6	-3
COc1ccc(C(=O)N/N=C(\C)c2ccc(-n3ccnc3)cc2)cc1OC	-1	0.1	-0.9	16
COC(=O)Nc1nc(C)c(C(=O)N(C)C)s1	-19	0.2	-0.3	-1
O=C(Nc1cc(C(F)(F)F)ccc1Cl)c1cc2cc(Br)cc(Br)c2oc1=O	-7	-0.1	0.2	-1
Cc1cccc(Cn2c(N3CCOCC3)nc3c2c(=O)n(C)c(=O)n3C)c1	48	0.1	-0.1	4
COc1ccc2c(=O)cc(C(Cl)(Cl)Cl)oc2c1	3	0.0	-0.7	15
COc1ccccc1NC(=O)C1=C(C)NC(SCC(=O)Nc2ccccc2C)=C(C#N)C1c1ccccc1 (stereo not given)	-3	0.1	-0.9	-5
O=C(c1cccc(OC2CCN(Cc3ccoc3)CC2)c1)N1CCCC1	9	0.3	-0.4	-11
COc1cc(C(=O)NCc2nnc(SCC(=O)N3CCc4ccccc43)n2-c2ccc(F)cc2)cc(OC)c1OC	5	0.1	-0.6	-3
CN(C(=O)c1ccc(F)cc1)C1(C)CCS(=O)(=O)C1 (stereo not given)	13	0.1	1.9	1
CCn1c(SCC(=O)NCc2ccc3c(c2)OCO3)nc2c(c1=O)SCC2	-16	0.1	2.1	-14
NC(=O)NC(CC(=O)Nc1ccc(-c2ccccc2)cc1)c1cccc(Br)c1 (stereo not given)	4	0.1	2.6	-16
COCCn1c(=NC(=O)c2ccccc2[N+](=O)[O-])sc2cc(S(C)(=O)=O)ccc21	9	0.1	-0.9	-10
COc1cc(OC)c(NC(=O)Cc2ccccc2)cc1Cl	6	0.0	1.4	8
COc1ccc(CCNC(=O)c2cc(Cl)ccc2[N+](=O)[O-])cc1OC	-13	0.1	-1.4	-1
Cc1nc2cc(-c3cccc(F)c3)nn2c(C)c1CCC(=O)NCc1cccnc1	1	0.0	-0.3	-14
CN(C)C(CNS(=O)(=O)CCc1ccccc1)c1ccco1 (stereo not given)	-2	-0.2	-1.7	-6
COc1ccc(S(=O)(=O)Nc2ccc(-c3cn4ccsc4n3)cc2)cc1C	6	0.1	13*	7
CCOC(=O)/C(C#N)=C/Nc1ccccc1Cl	2	-0.2	0.8	-51
COc1cc(/C=C2/C(=N)N3N=C(C)SC3=NC2=O)cc(Cl)c1OCCOc1c(C)cccc1C	1	0.1	-1.9	-14
CN(C)c1ccc(/C=C/c2ccc(-c3ccccc3)cc2)cc1	-7	-0.1	0.0	-13

Rewritten comma-delimited: 12 of the compounds above
smiles,MITF primary,FBW7 act,GPR151 activ,TEAD-YAP block
COC(=O)c1c(C)oc2cc3c(C(=O)OC)c(C)oc3cc12,-1,-0.1,-0.1,-4
N#C/C(=C\c1ccc(-c2ccc(Cl)c([N+](=O)[O-])c2)o1)c1nc2ccccc2[nH]1,0,-0.1,0.8,-3
NC(c1ccc(Cl)cc1)c1nc2ncc(-c3ccncc3)cc2[nH]1 (stereo not given),21,-0.4,-0.2,30
O=C(CSc1ccsc1[N+](=O)[O-])NCCc1ccccc1,2,0.2,0.1,0
COc1ccc(C)cc1-n1nnnc1SCC(C)=O,16,0.3,-1.2,15
CCOc1ccc2nc(SCC(=O)Nc3ccc(OC(F)(F)F)cc3)[nH]c2c1,0,0.0,0.0,17
Cc1cccc(C(=O)NC(C)c2nnc(SCC(=O)Nc3ccccc3Cl)n2C)c1 (stereo not given),5,0.1,-0.8,13
Nc1cc(=O)[nH]c(SCC(=O)N2CCN(C(c3ccccc3)c3ccccc3)CC2)n1,-5,-0.2,9.4*,4
Cc1onc(-c2c(Cl)cccc2Cl)c1C(=O)Nc1cccc(Cl)c1C,-2,0.1,3.7,18
O=C(Nc1cccc([N+](=O)[O-])c1)c1cccc(S(=O)(=O)Nc2ccccc2C(=O)O)c1,2,-0.1,0.0,6
CC(C)(C)CN1CCC(Oc2cccc(C(=O)N3CCC[C@H]3CO)c2)CC1,-5,-0.2,1.1,3
CCCCOc1ccc(C(NC(=O)CCl)NC(=O)CCl)cc1OC,7,0.0,2.2,25
